CHRM5 PAM – potentiates acetylcholine response at human M5 receptor. P08912. CHO-K1 hM5, Fluo-8 calcium, ACh EC20 PAM; 0% = ACh EC20, 100% = ACh EC100. 0.3% of 360,000 active. AID 624038. activation, % at 3 µM;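 active means activation above the run cutoff, the mean activation of all test compounds plus 3 SD, cut at about 18% in these data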
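Test system: CHO-K1 hM5 cells / Doses: single-point, 3 µM nominal / Times: Post-acetylcholine fluorescence recording 140 s / Technique: Fluo-8 calcium fluorescence / Measure: Max/basal fluorescence ratio as % of EC20–EC100 ACh window / Benchmarks: low control EC20 acetylcholine (0%), high control EC100 acetylcholine (100%) / Replicates: one well per compound, no replicates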
CHRM4 agonist – CHRM4 agonism in calcium assay; activation, % at 3 µM; 0.14% of 360,000 active; AID 624127; P08173; CHO-K1 hM4/Gqi5, Fluo-8 calcium fluorescence; vehicle 0%, full acetylcholine response 100%;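 active means activation above the run mean over all test wells plus 3 SD, cut at about 32% in these data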;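 further: peak over basal fluorescence ratio per well then scaled between controls; 0% = DMSO wells and 100% = acetylcholine at EC100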
Target sequence (P08173 whole entry, looked up): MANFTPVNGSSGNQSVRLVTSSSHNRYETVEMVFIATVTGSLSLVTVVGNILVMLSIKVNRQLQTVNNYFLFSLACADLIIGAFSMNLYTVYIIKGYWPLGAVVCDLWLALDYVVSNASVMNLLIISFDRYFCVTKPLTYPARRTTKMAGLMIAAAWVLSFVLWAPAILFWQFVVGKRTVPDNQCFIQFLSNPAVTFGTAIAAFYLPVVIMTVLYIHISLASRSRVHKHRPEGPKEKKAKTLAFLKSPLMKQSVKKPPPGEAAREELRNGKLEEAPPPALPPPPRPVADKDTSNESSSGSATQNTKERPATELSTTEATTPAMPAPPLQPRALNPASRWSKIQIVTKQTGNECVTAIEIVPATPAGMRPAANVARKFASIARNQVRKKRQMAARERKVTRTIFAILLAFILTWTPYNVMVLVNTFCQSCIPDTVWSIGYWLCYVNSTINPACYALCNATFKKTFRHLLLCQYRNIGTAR
M5 ag – agonists of human muscarinic M5 receptor (CHRM5); activation, % at 3 µM; CHO-K1 hM5 cells, Fluo-8 calcium fluorescence; 0% DMSO wells, 100% maximal acetylcholine response; AID 624037; 0.19% of 360,000 active; P08912;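 active means activation above the run's mean over test compounds plus 3 SD, cut at about 23% in these data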;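 further: signal is peak over basal fluorescence ratio across the kinetic read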
CHRM4 antagonist – antagonists of human muscarinic M4 receptor (CHRM4); P08173; CHO-hM4 cells, ACh EC80, Fluo-8 calcium fluorescence; inhibition, % at 3 µM; 0.73% of 360,000 active;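 active means inhibition above its plate's cutoff, the mean inhibition of sample wells plus 3 SD, cut at about 27% in these data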;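 further: 0% = acetylcholine EC80 with DMSO and 100% = DMSO without agonist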
CHRM4 PAM – positive allosteric modulators of human muscarinic M4 receptor. 0.4% of 360,000 active. CHO-K1 hM4/Gqi5, Fluo-8 calcium fluorescence, ACh EC20; 0% = ACh EC20, 100% = maximal ACh. P08173. AID 624126. activation, % at 3 µM;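 active means activation above its plate's cutoff, the mean activation of sample wells plus 3 SD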; further: some results filed as inactive read as strong as hits
CRFR2-BP ag – agonists of human CRF-binding protein/CRF-R2 receptor complex. HEK293 CRF-R2/CRF-BP, calcium dye fluorescence (FLIPR); percent of saturating CRF peptide response. 0.46% of 350,000 active. AID 588473. activation, % at 13.2 µM;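 active means activation of at least 50%, plus an integration ratio under a set limit after plate pattern correction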;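 further: plate controls were neutral control wells without compound for no effect and CRF at EC100 for full effect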
CRFBP-R2 block – CRF-BP/CRF-R2 complex antagonism | 0.59% of 350,000 active | inhibition, % at 11.8 µM | HEK293 CRF-R2/CRF-BP, CRF-induced calcium fluorescence;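 active means inhibition of the ligand-induced calcium signal above about 50% at the single tested concentration, limit read from the data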
M5 antag – antagonists of human muscarinic M5 receptor (CHRM5); P08912; CHO-hM5 cells, Fluo-8 calcium fluorescence, ACh EC80; inhibition, % at 3 µM; 0.59% of 360,000 active; AID 624040;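 active means inhibition above a per-plate cutoff, the mean of that plate's test compounds plus 3 SD, cut at about 27% in these data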;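 further: 0% = acetylcholine EC80 with DMSO and 100% = DMSO without agonist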
M1 PAM – human CHRM1 positive allosteric modulation; 0.088% of 360,000 active; CHO-K1 hM1, Fluo-8 calcium fluorescence, ACh EC20; 0% = ACh EC20, 100% = maximal ACh; activation, % at 3 µM; AID 588819; in the data active means activation above about 19%, passing the limit was not always enough
Target sequence (P11229 whole entry, looked up): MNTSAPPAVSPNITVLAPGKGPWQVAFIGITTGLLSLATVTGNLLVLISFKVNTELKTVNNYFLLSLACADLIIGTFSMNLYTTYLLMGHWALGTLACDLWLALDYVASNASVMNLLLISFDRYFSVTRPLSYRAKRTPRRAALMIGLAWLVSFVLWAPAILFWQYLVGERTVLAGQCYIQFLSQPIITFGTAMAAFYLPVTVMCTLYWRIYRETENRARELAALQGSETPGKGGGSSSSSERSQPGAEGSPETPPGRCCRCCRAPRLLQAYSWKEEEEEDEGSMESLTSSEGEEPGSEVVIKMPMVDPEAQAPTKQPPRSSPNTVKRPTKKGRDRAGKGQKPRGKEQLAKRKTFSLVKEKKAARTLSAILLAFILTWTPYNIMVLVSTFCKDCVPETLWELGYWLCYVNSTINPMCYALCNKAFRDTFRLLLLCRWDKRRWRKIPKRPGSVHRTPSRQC
The depositor's hits bear a star.

Screening Cc1ccc2nc(COC(=O)CNC(=O)c3ccccc3)cn2c1 returned CHRM5 PAM -1, CHRM4 agonist 0, M5 ag 2, CHRM4 antagonist 8, CHRM4 PAM 2, CRFR2-BP ag -0.7, CRFBP-R2 block 13, M5 antag 3 and M1 PAM 7.
Screening COC(=O)c1sccc1NC(=O)Nc1cc(OC)ccc1OC returned CHRM5 PAM 0, CHRM4 agonist 2, M5 ag -2, CHRM4 antagonist 4, CHRM4 PAM 0, CRFR2-BP ag 0.7, CRFBP-R2 block -1, M5 antag -3 and M1 PAM -1.
`N#Cc1cn(CC(=O)NCc2cccnc2)c2ccccc12` gave CHRM5 PAM 0, CHRM4 agonist 1, M5 ag -2, CHRM4 antagonist -13, CHRM4 PAM 15, CRFR2-BP ag 0.2, CRFBP-R2 block -6, M5 antag -1 and M1 PAM 7.
Screening N#Cc1ccccc1S(=O)(=O)N1CCN(C(=O)[C@H](Cc2ccccc2)NC(=O)c2ccco2)CC1 returned CHRM5 PAM 14, CHRM4 agonist 3, M5 ag 2, CHRM4 antagonist -8, CHRM4 PAM 13, CRFR2-BP ag 0.3, CRFBP-R2 block -1, M5 antag -7 and M1 PAM 3.
C=CC(C)(C)c1[nH]cnc1/C=C1\NC(=O)C(C(C)C)NC1=O (stereo not given) was read as CHRM5 PAM 3, CHRM4 agonist 0, M5 ag 2, CHRM4 antagonist 2, CHRM4 PAM 10, CRFR2-BP ag -0.9, CRFBP-R2 block -7, M5 antag 6 and M1 PAM 7.
Screening Cc1cc(Cn2nnc3ccccc32)c(O)c(C(C)(C)C)c1 returned CHRM5 PAM -26, CHRM4 agonist 11, M5 ag -3, CHRM4 antagonist 16, CHRM4 PAM -4, CRFR2-BP ag 0.7, CRFBP-R2 block -6, M5 antag 18 and M1 PAM 4.
Screening N#Cc1c(N2C(=O)C3C4C=CC(C4)C3C2=O)sc2c1CCC2 (stereo not given) returned CHRM5 PAM 0, CHRM4 agonist 3, M5 ag 0, CHRM4 antagonist -2, CHRM4 PAM 9, CRFR2-BP ag -0.3, CRFBP-R2 block -2, M5 antag 10 and M1 PAM 6.
Screening O=C(Nc1ccccc1)NC1(C(=O)NCc2ccc3c(c2)OCO3)CCCCC1 returned CHRM5 PAM -4, CHRM4 agonist 0, M5 ag -4, CHRM4 antagonist -10, CHRM4 PAM -2, CRFR2-BP ag 1.2, CRFBP-R2 block 3, M5 antag -8 and M1 PAM 1.
`O=C(COC(=O)CCc1nc2ccccc2s1)Nc1cccc(S(=O)(=O)N2CCOCC2)c1` gave CHRM5 PAM -9, CHRM4 agonist 9, M5 ag 3, CHRM4 antagonist 1, CHRM4 PAM -6, CRFR2-BP ag 2.0, CRFBP-R2 block -12, M5 antag 2 and M1 PAM 4.
`Cc1ccc(N2CCN(c3ccc(C)cc3)C2c2ccncc2)cc1` gave CHRM5 PAM 4, CHRM4 agonist -1, M5 ag -4, CHRM4 antagonist 2, CHRM4 PAM 0, CRFR2-BP ag 0.2, CRFBP-R2 block -46, M5 antag -3 and M1 PAM 3.
For CCOC(=O)N1CCC(N2CCCC(CO)(Cc3cccc(Cl)c3)C2)CC1 (stereo not given) the results were CHRM5 PAM -16, CHRM4 agonist 10, M5 ag -15, CHRM4 antagonist 9, CHRM4 PAM -18, CRFR2-BP ag -2.2, CRFBP-R2 block 0, M5 antag 12 and M1 PAM -15.
Screening Cc1ccc(N2CCN(C(=O)c3cn(CC4CCCCC4)nn3)C(C)C2)cc1 (stereo not given) returned CHRM5 PAM -7, CHRM4 agonist 5, M5 ag -6, CHRM4 antagonist -11, CHRM4 PAM -3, CRFR2-BP ag 0.8, CRFBP-R2 block -4, M5 antag 5 and M1 PAM -11.
For COc1ccc(C(=O)NC(=S)Nc2ccc(N3CCN(C(C)=O)CC3)cc2)cc1[N+](=O)[O-] the results were CHRM5 PAM -5, CHRM4 agonist 3, M5 ag 2, CHRM4 antagonist 8, CHRM4 PAM 12, CRFR2-BP ag -0.1, CRFBP-R2 block -9, M5 antag 7 and M1 PAM -3.
O=C1OC(c2ccccc2)C(O)=C1c1ccccc1 (stereo not given) was read as CHRM5 PAM 3, CHRM4 agonist 1, M5 ag -1, CHRM4 antagonist -3, CHRM4 PAM 3, CRFR2-BP ag -3.3, CRFBP-R2 block 5, M5 antag -1 and M1 PAM 5.
`C=CCn1c(SCc2ccc(C(=O)NCCO)cc2)nc2ccccc2c1=O` gave CHRM5 PAM -11, CHRM4 agonist 6, M5 ag -4, CHRM4 antagonist 1, CHRM4 PAM -6, CRFR2-BP ag -0.7, CRFBP-R2 block 19, M5 antag 11 and M1 PAM 6.
For Cc1ccc(S(=O)(=O)N(C)CC(=O)OCC(=O)c2ccc3c(c2)NC(=O)CO3)cc1 the results were CHRM5 PAM -11, CHRM4 agonist 15, M5 ag 6, CHRM4 antagonist -10, CHRM4 PAM -2, CRFR2-BP ag -0.7, CRFBP-R2 block 3, M5 antag 10 and M1 PAM -15.
For CCCCn1c(SCC(=O)c2c(N)n(C3CC3)c(=O)[nH]c2=O)nc2cc(S(N)(=O)=O)ccc21 the results were CHRM5 PAM 1, CHRM4 agonist 0, M5 ag -1, CHRM4 antagonist 0, CHRM4 PAM 2, CRFR2-BP ag 0.8, CRFBP-R2 block -4, M5 antag 2 and M1 PAM 6.
`CC(=O)N/C(=C\c1ccccc1)C(=O)NC(C)C(=O)O` (stereo not given) gave CHRM5 PAM 9, CHRM4 agonist 0, M5 ag 4, CHRM4 antagonist 1, CHRM4 PAM 0, CRFR2-BP ag 0.0, CRFBP-R2 block -13, M5 antag 5 and M1 PAM 3.
For C[C@@H]1CN([C@H](C)CO)C(=O)CCCn2cc(nn2)CO[C@H]1CN(C)C(=O)Nc1ccc2c(c1)OCCO2 the results were CHRM5 PAM 3, CHRM4 agonist 0, M5 ag -2, CHRM4 antagonist -3, CHRM4 PAM 0, CRFR2-BP ag -1.1, CRFBP-R2 block 8, M5 antag 2 and M1 PAM -1.
Screening C[n+]1cc(-c2ccccc2)n2c1CCCCC2 returned CHRM5 PAM -7, CHRM4 agonist 1, M5 ag -7, CHRM4 antagonist 5, CHRM4 PAM -5, CRFR2-BP ag -0.3, CRFBP-R2 block -15, M5 antag 13 and M1 PAM -14.

A draw from above in order of length of the SMILES, ascending:
Screening C[n+]1cc(-c2ccccc2)n2c1CCCCC2 returned CHRM5 PAM -7, CHRM4 agonist 1, M5 ag -7, CHRM4 antagonist 5, CHRM4 PAM -5, CRFR2-BP ag -0.3, CRFBP-R2 block -15, M5 antag 13 and M1 PAM -14.
Screening Cc1ccc2nc(COC(=O)CNC(=O)c3ccccc3)cn2c1 returned CHRM5 PAM -1, CHRM4 agonist 0, M5 ag 2, CHRM4 antagonist 8, CHRM4 PAM 2, CRFR2-BP ag -0.7, CRFBP-R2 block 13, M5 antag 3 and M1 PAM 7.
`Cc1ccc(N2CCN(c3ccc(C)cc3)C2c2ccncc2)cc1` gave CHRM5 PAM 4, CHRM4 agonist -1, M5 ag -4, CHRM4 antagonist 2, CHRM4 PAM 0, CRFR2-BP ag 0.2, CRFBP-R2 block -46, M5 antag -3 and M1 PAM 3.
C=CC(C)(C)c1[nH]cnc1/C=C1\NC(=O)C(C(C)C)NC1=O (stereo not given) was read as CHRM5 PAM 3, CHRM4 agonist 0, M5 ag 2, CHRM4 antagonist 2, CHRM4 PAM 10, CRFR2-BP ag -0.9, CRFBP-R2 block -7, M5 antag 6 and M1 PAM 7.
`O=C(COC(=O)CCc1nc2ccccc2s1)Nc1cccc(S(=O)(=O)N2CCOCC2)c1` gave CHRM5 PAM -9, CHRM4 agonist 9, M5 ag 3, CHRM4 antagonist 1, CHRM4 PAM -6, CRFR2-BP ag 2.0, CRFBP-R2 block -12, M5 antag 2 and M1 PAM 4.

More entries follow.
Clc1ccc(CSc2nnc(-c3cccnc3)n2Cc2ccco2)c(Cl)c1 was read as CHRM5 PAM -4, CHRM4 agonist 2, M5 ag 0, CHRM4 antagonist 10, CHRM4 PAM -11, CRFR2-BP ag 0.1, CRFBP-R2 block -5, M5 antag 8 and M1 PAM 0.
`CCOc1ccc(N2CC(C(=O)NCCCN3CCOCC3)CC2=O)cc1` (stereo not given) gave CHRM5 PAM 0, CHRM4 agonist 1, M5 ag -1, CHRM4 antagonist 4, CHRM4 PAM 5, CRFR2-BP ag -0.3, CRFBP-R2 block 5, M5 antag -9 and M1 PAM 10.
Screening COc1ccc(NC(=S)N(CCCN2CCC(C)CC2)Cc2cccs2)cc1 returned CHRM5 PAM 3, CHRM4 agonist 3, M5 ag -14, CHRM4 antagonist -2, CHRM4 PAM -5, CRFR2-BP ag 0.8, CRFBP-R2 block -9, M5 antag 12 and M1 PAM 1.
`Cn1cccc1C(=O)OCC(=O)Nc1sccc1C#N` gave CHRM5 PAM 0, CHRM4 agonist 3, M5 ag 1, CHRM4 antagonist -15, CHRM4 PAM 5, CRFR2-BP ag 0.0, CRFBP-R2 block 12, M5 antag 4 and M1 PAM 4.
CCN(CCn1cccn1)Cc1c(C(=O)N2CCCCCCC2)nc2ccc(Cl)cn12 was read as CHRM5 PAM -3, CHRM4 agonist 1, M5 ag 3, CHRM4 antagonist 8, CHRM4 PAM -5, CRFR2-BP ag 4.7, CRFBP-R2 block -13, M5 antag 6 and M1 PAM -4.
Screening CCC(NC(=O)NCc1ccc2c(c1)OCO2)(C(F)(F)F)C(F)(F)F returned CHRM5 PAM -1, CHRM4 agonist -1, M5 ag -4, CHRM4 antagonist -21, CHRM4 PAM 18, CRFR2-BP ag 1.4, CRFBP-R2 block -20, M5 antag -3 and M1 PAM -2.
For CCOC(=O)Cn1nc(CC)c2ccccc2c1=O the results were CHRM5 PAM -4, CHRM4 agonist 2, M5 ag 0, CHRM4 antagonist 6, CHRM4 PAM -5, CRFR2-BP ag 0.3, CRFBP-R2 block -3, M5 antag 3 and M1 PAM 5.
Screening CC(C)NC(=O)CN1C(=O)c2cccc3cccc1c23 returned CHRM5 PAM -1, CHRM4 agonist 0, M5 ag 0, CHRM4 antagonist -4, CHRM4 PAM -2, CRFR2-BP ag 0.5, CRFBP-R2 block 3, M5 antag -6 and M1 PAM 2.
`COc1ccc(OCC(=O)NCC(c2cccs2)N2CCOCC2)cc1` (stereo not given) gave CHRM5 PAM -8, CHRM4 agonist 0, M5 ag 3, CHRM4 antagonist -8, CHRM4 PAM -2, CRFR2-BP ag -1.0, CRFBP-R2 block -12, M5 antag 2 and M1 PAM -6.
Screening CNCCC(Oc1ccccc1OC)c1ccccc1 (stereo not given) returned CHRM5 PAM -7, CHRM4 agonist 2, M5 ag -1, CHRM4 antagonist 2, CHRM4 PAM 2, CRFR2-BP ag -0.1, CRFBP-R2 block 1, M5 antag -1 and M1 PAM -3.
`COc1ccc(/C=C2\CCOC2=O)cc1` gave CHRM5 PAM 3, CHRM4 agonist 0, M5 ag -8, CHRM4 antagonist 8, CHRM4 PAM -5, CRFR2-BP ag -1.2, CRFBP-R2 block 39, M5 antag 8 and M1 PAM 1.

Bioassay records: PubChem, several laboratories
